Screening results deposited in PubChem BioAssay by several laboratories.
V-ATPase pH: alters yeast V-ATPase proton transport; S. cerevisiae, pHLuorin cytosolic pH fluorescence; response, % at 10 µM; 350,000 compounds, 0.37% hits; in the data active means response mostly above about 7.3%, no sharp cut-off; inactive means mostly below about 5.4%; further: actives read high; inactives centre near 0; some compounds called inactive have numbers as strong as hits; reference of the scale not given here
Wnt bcat act: Wnt/beta-catenin pathway activation; Wnt/beta-catenin reporter cell assay, activator, plate reader; activation, % at 9.35 µM; 300,000 compounds, 1.2% hits; in the data active means activation above about 30%, passing the limit was not always enough; inconclusive means no clear call, values can overlap the other calls;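 further: 0% = neutral control wells and 100% = positive control wells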
Rtt109 Vps75: inhibitors of Candida albicans Rtt109/Vps75 histone acetyltransferase. Q5AAJ8. purified Rtt109/Vps75, ThioGlo CoA-SH fluorescence, 4 h. inhibition, % at 34.9 µM. 330,000 compounds, 0.16% hits;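 active means inhibition of at least 50% in every replicate; inconclusive means best replicate reaches 50% inhibition but some replicates fall short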
cardiac RTF act: increases calcium sensitivity of human cardiac regulated thin filaments; P19429+P45379; IANBD-labeled TnC RTF fluorescence at EC20 calcium; 0% EC20 calcium, 100% full calcium; activation, % at 7.2 µM; 340,000 compounds, 0.24% hits;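 active means activation above the mean over all tested compounds plus 3 SD, cut at about 30% in these data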;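 further: rise in fluorescence read as greater calcium sensitivity of cardiac thin filaments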
MITF TRPM1 HTS: activators of MITF-driven TRPM1 promoter activity in SK-MEL-5 cells; AID 588334; 300,000 compounds, 0.75% hits; activation, % at 12.5 µM; SK-MEL-5 TRPM1-promoter luciferase, 24 h; % of positive control, neutral wells = 0;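 active means mean activation of at least 80% with every replicate also reaching 80%; inconclusive means mean reaches 80% but some replicate falls short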;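 further: 0% = neutral control wells and 100% = parthenolide positive control wells; values of inactives mirror those of a sister screen read the other way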
CAL PDZ FP-1: CAL PDZ (human) peptide binding inhibition; Q9HD26; purified CAL PDZ, TMR-peptide fluorescence polarization, 1 h; inhibition, % at 24.9 µM; 300,000 compounds, 0.92% hits; AID 602252;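 active means mean inhibition of at least 30% with at least half of replicates also reaching 30%; inconclusive means no clear call, values can overlap the other calls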;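 further: 0% = DMSO neutral control and 100% = excess unlabeled competitor peptide PRC23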
CDK5 inh: blocks human CDK5/p35 kinase activity; Q00535+Q15078; 330,000 compounds, 0.01% hits; inhibition, % at 10 µM; Recombinant CDK5/p35, ADP-Glo luminescence, 60 min;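 active means highest replicate inhibition of at least 50% and at least 75% of replicates reaching 50%; inconclusive means only one of the two criteria met; inactive means both criteria failed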;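 further: plate controls were DMSO neutral control for no effect and GW8510 at 10 µM for full effect; many of its hits are not listed in these tables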
Target sequence (Q00535 whole entry, looked up): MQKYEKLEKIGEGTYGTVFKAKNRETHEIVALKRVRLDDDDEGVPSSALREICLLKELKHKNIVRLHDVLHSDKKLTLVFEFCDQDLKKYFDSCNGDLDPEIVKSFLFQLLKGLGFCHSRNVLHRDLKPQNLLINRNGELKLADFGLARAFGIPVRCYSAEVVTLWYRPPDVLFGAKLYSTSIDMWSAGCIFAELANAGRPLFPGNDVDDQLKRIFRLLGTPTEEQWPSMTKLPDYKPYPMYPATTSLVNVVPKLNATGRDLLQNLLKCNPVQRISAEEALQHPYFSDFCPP
Target sequence (Q15078 whole entry, looked up): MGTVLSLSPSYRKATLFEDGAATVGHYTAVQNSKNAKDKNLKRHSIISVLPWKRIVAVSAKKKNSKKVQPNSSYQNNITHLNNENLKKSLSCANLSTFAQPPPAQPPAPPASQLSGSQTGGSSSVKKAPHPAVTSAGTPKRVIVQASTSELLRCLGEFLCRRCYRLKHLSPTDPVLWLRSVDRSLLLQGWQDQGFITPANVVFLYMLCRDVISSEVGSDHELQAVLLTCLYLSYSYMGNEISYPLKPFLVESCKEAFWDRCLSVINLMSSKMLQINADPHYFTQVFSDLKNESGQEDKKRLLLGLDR
CAL PDZ FP-2: human CAL PDZ-peptide interaction inhibition; AID 504414; purified CAL PDZ, TMR-peptide fluorescence polarization, 1 h; 330,000 compounds, 0.02% hits; Q9HD26; inhibition, % at 20 µM;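 active means highest replicate inhibition of at least 40%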;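 further: plate controls were DMSO neutral control wells for no effect and unlabeled competitor peptide control wells for full effect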
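material = purified tagged CAL PDZ domain construct (CerCALP) | compound dosing = 20 µM, one dose | times = 1 h at RT | measured by = fluorescence polarization from S- and P-plane intensities, G-factor corrected | read-out = inhibition from polarization loss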
Tat transport: E. coli Tat transport inhibition. E. coli MC4100 TorA-mCherry Tat export, fluorescence. inhibition, % at 10 µM. 340,000 compounds, 0.036% hits;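 active means mean replicate inhibition at least 50% and at least half of replicates individually reaching 50%; inconclusive means only one of the two criteria met; inactive means neither criterion met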;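 further: exported cargo escapes ClpAP degradation while cytoplasmic cargo is degraded and loses fluorescence; 0% = median of neutral control wells and 100% = median of NaSCN control wells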
dFosB act: enhances mouse delta FosB homodimer DNA binding. AID 493131. 340,000 compounds, 0.99% hits. purified delta FosB, TAMRA-CDK5 oligo fluorescence polarization; percent of positive-control signal above neutral wells. activation, % at 25 µM. P13346;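 active means mean activation above about 17%, with every replicate also reaching it, limit read from the data, passing the limit was not always enough; inconclusive means only one of the two conditions met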;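 further: fluorescence polarization rise as delta FosB binds a TAMRA Cdk5 AP-1 oligo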
Target sequence (P13346 whole entry, looked up): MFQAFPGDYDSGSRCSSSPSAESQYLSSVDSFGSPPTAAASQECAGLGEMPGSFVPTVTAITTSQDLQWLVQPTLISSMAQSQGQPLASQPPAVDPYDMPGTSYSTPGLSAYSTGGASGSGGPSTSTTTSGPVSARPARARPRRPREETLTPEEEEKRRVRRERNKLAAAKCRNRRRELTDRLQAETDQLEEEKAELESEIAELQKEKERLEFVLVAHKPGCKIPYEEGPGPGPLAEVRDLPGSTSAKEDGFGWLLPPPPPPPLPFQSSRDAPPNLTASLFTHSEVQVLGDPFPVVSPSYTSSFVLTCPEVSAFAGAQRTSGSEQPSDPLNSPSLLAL
* marks the source's active call; other numbers are inactive results; ? = inconclusive; . = not tested or not shown. Rows are unselected; 4.1% or so of the library scored in one or more.

SMILES | V-ATPase pH | Wnt bcat act | Rtt109 Vps75 | cardiac RTF act | MITF TRPM1 HTS | CAL PDZ FP-1 | CDK5 inh | CAL PDZ FP-2 | Tat transport | dFosB act
COc1ccc(CN(Cc2cc3ccc(C)cc3[nH]c2=O)Cc2nnnn2C2CCCC2)cc1 | 0 | -2 | 5 | 6 | 0 | -4 | -1.0 | -2.1 | 9 | -19
CCc1ccc(OC(=O)Nc2ccccc2)cc1 | -1 | 23 | 4 | 2 | 92* | . | 0.5 | -0.9 | 5 | 2
O=[N+]([O-])c1ccc2c(c1)C(O)n1nc(-c3ccc(Cl)cc3Cl)nc1S2 (stereo unspecified) | 7.3* | . | -1 | 5 | 6 | -4 | -1.8 | -1.0 | 2 | -7
CCOC(=O)c1ccc(NC(=S)N2CCN(CCN=CC3=C(O)CC(C)(C)CC3=O)CC2)cc1 | 1 | 0 | 10 | -2 | -1 | 7 | 3.5 | -1.1 | -5 | -3
C=CCOc1ccc(C2N3CC4(C)CN2CC(CCC)(C3)C4=O)cc1 (stereo unspecified) | -4 | . | 4 | -7 | -10 | -4 | -0.2 | -1.5 | 6 | 4
NC(=O)COC(=O)C(Cc1ccccc1)NS(=O)(=O)c1ccccc1F (stereo unspecified) | 1 | -3 | -3 | -1 | -3 | 0 | 0.1 | -0.5 | -5 | -1
O=C(/C=C/Nc1cccc(C(F)(F)F)c1)C(F)(F)F | 5 | 2 | -2 | 0 | 6 | -4 | -1.7 | -0.2 | 2 | -3
COc1cc(C(=O)OCC(=O)NCCC2=CCCCC2)cc(OC)c1OC | 1 | -1 | -2 | 3 | 3 | -6 | 0.4 | -2.9 | -4 | -8
COc1c(C)cccc1C(=O)Nc1ccc(CN2CCCCC2)cc1 | 0 | 24 | 5 | -3 | . | -4 | -2.1 | 14 | -5 | -3
COc1ccc(S(=O)(=O)N2CCN(c3ncccn3)CC2)cc1 | 1 | -1 | -2 | 6 | . | -4 | -0.1 | -1.2 | 2 | 4
COc1cc(Cl)c(CNC[C@H]2O[C@@H](n3ccc(=O)[nH]c3=O)[C@H](O)[C@@H]2O)c(Cl)c1O | -3 | -1 | 1 | 0 | 3 | -15 | -0.2 | -0.3 | -8 | 2
CC(Cc1n[nH]c(=S)o1)c1ccccc1 (stereo unspecified) | -1 | -1 | 21 | -2 | 11 | 2 | -0.6 | -2.9 | -3 | 2
O=C(CCS(=O)(=O)c1ccc(Cl)cc1)NCCN1C(=O)S/C(=C\c2ccccc2F)C1=O | 0 | 0 | 17 | -7 | 11 | 1 | 1.8 | -0.4 | -8 | -10
COCCN1C(=O)c2cc(C(=O)Nc3cccc(F)c3)ccc2C1Nc1cccc(F)c1 (stereo unspecified) | -4 | -3 | -8 | -5 | . | . | 0.0 | -0.2 | 5 | 9
NS(=O)(=O)c1ccc(NC(=O)c2cccc3cc4ccccc4nc23)cc1 | -1 | -5 | 4 | 4 | -25 | -4 | -0.7 | -1.1 | -12 | -33
CC1CCCN(C(=O)CCNS(=O)(=O)c2ccc(Br)cc2)C1 (stereo unspecified) | 7 | 0 | 22 | 9 | -7 | -2 | 0.5 | -1.7 | 2 | 0
COc1cc2c(cc1OC)CN(C(=O)Cc1ccc(OC)c(S(=O)(=O)N3CCOCC3)c1)CC2 | -1 | -2 | 3 | 2 | 8 | -4 | -2.1 | -2.2 | 3 | -1
C(=N\c1ncnc2sccc12)/NOCc1ccccc1 | -1 | . | 1 | 7 | 2 | -3 | 1.2 | -1.1 | 6 | -5
CSCCC(NC(=O)c1ccc(=O)n(C)n1)c1nc2ccccc2[nH]1 (stereo unspecified) | -2 | . | -3 | 2 | 3 | 0 | -0.1 | -0.4 | -3 | -1
CCc1cc2c(=O)c(-c3cnn(-c4ccccc4)c3)c(C)oc2cc1OCC(=O)Nc1ccc(F)c(F)c1 | -1 | -10 | -18 | -1 | -4 | -4 | 0.9 | -0.2 | -1 | 4

Some of these compounds in order of heavy-atom count, lowest first:
SMILES | V-ATPase pH | Wnt bcat act | Rtt109 Vps75 | cardiac RTF act | MITF TRPM1 HTS | CAL PDZ FP-1 | CDK5 inh | CAL PDZ FP-2 | Tat transport | dFosB act
CCc1ccc(OC(=O)Nc2ccccc2)cc1 | -1 | 23 | 4 | 2 | 92* | . | 0.5 | -0.9 | 5 | 2
C=CCOc1ccc(C2N3CC4(C)CN2CC(CCC)(C3)C4=O)cc1 (stereo unspecified) | -4 | . | 4 | -7 | -10 | -4 | -0.2 | -1.5 | 6 | 4
CCOC(=O)c1ccc(NC(=S)N2CCN(CCN=CC3=C(O)CC(C)(C)CC3=O)CC2)cc1 | 1 | 0 | 10 | -2 | -1 | 7 | 3.5 | -1.1 | -5 | -3

(further entries)
SMILES | V-ATPase pH | Wnt bcat act | Rtt109 Vps75 | cardiac RTF act | MITF TRPM1 HTS | CAL PDZ FP-1 | CDK5 inh | CAL PDZ FP-2 | Tat transport | dFosB act
O=C(COC(=O)CCc1ccc(S(=O)(=O)N2CCOCC2)cc1)Nc1ncc(C(F)(F)F)cc1Cl | 3 | . | -3 | -1 | 4 | . | 0.2 | -0.2 | 5 | 3
COCc1[nH]nc2c1C(c1ccccc1OC)C(C#N)=C(N)O2 (stereo unspecified) | 6 | . | 22 | 1 | -4 | 8 | 0.3 | 0.2 | 0 | -2
COc1ccccc1NC(=O)c1cnc(Nc2ccccc2OC)c2ccccc12 | 0 | -1 | 1 | -8 | -4 | -3 | -0.4 | -1.5 | -1 | -3
CCOC(=O)c1ccc(CNC(=O)Cn2nnc(-c3ccccc3)n2)o1 | 4 | -2 | -3 | -5 | -6 | -1 | 0.4 | -1.2 | 5 | 1
CCCCCNCC(=O)Nc1cc(C(F)(F)F)ccc1OCCOC | -1 | 1 | 9 | -1 | -2 | 2 | 2.3 | -2.2 | 5 | -2
C=C1CCC[C@]2(C)C[C@H]3OC(=O)C(CNC(C)(CO)CO)[C@H]3CC12 (stereo partly specified) | -3 | 1 | 7 | 2 | -41 | -2 | -0.7 | -1.5 | -11 | 1
CCS(=O)(=O)N1CCN(S(=O)(=O)c2ccc3c(c2)OCCO3)CC1 | -4 | 8 | -5 | -4 | 3 | -3 | -0.1 | -1.9 | -2 | -2
CCN1CNC(=S)N(c2ccccc2C)C1 | -1 | -1 | 4 | 4 | . | . | -1.5 | 0.1 | 1 | -4
CS(=O)(=O)N1CCN(C(=O)c2c(F)cccc2F)CC1 | -1 | . | 0 | 5 | 2 | 5 | 0.1 | -2.2 | 10 | -1
COc1ccccc1NC(=O)C1=C(C)NC(=O)NC1c1ccc(C)s1 (stereo unspecified) | -4 | 0 | 9 | 1 | 0 | . | 0.8 | -0.3 | -5 | -11
CCSc1ncc(C#N)c(N)n1 | 1 | 2 | -5 | 2 | -10 | -2 | -0.3 | -3.2 | 2 | -6
COc1ccc(C(CNc2ccc(S(=O)(=O)N3CCCC3)cc2[N+](=O)[O-])N2CCCC2)cc1 (stereo unspecified) | -1 | . | 6 | 1 | 18 | 0 | -2.3 | -0.1 | 1 | -2
COc1cc(/C=N/Nc2nncn2N)ccc1OCc1c(C)no[n+]1[O-] | 1 | 4 | 7 | 4 | -5 | -2 | -1.6 | -0.4 | -6 | -6
CC(=O)c1ccccc1NC(=O)CN1C(=O)NC2(CCCCCCC2)C1=O | 2 | 0 | 14 | -1 | -9 | . | -0.5 | -0.8 | -2 | -11
Cc1[nH]nc2c1[C@@H](c1ccccc1[N+](=O)[O-])C(C#N)=C(N)O2 | 3 | -3 | 17 | -1 | -13 | -4 | 2.7 | -0.8 | -6 | -6
CC(C)(C)N(NC(=O)Nc1ccc(Cl)c(Cl)c1)C(=O)c1ccccc1 | -3 | -3 | 5 | -3 | -2 | -3 | 0.1 | -3.0 | 0 | 0
Oc1ccc(Br)cc1-c1cc(-c2ccccc2Cl)[nH]n1 | -3 | 24 | 8 | -3 | 3 | -5 | -1.0 | -1.5 | 4 | -4
Cc1nnc(NC(=O)C(C)Sc2nncn2C)s1 (stereo unspecified) | 1 | -1 | -10 | 3 | -2 | . | 3.0 | 0.9 | 3 | -5
CCCCCN1CC(=O)N2C(C)c3[nH]c4ccccc4c3C[C@H]2C1=O (stereo partly specified) | -1 | 1 | 5 | 1 | 3 | -2 | 0.5 | -1.0 | -2 | -5
Cc1cc([N+](=O)[O-])nn1CCCC(=O)Nc1cccnc1Cl | -5 | 6 | -2 | 2 | 6 | 0 | 0.9 | -0.4 | 1 | 1
Cn1c(=O)n(C)c2cc(NC(=O)c3ccccc3NS(C)(=O)=O)ccc21 | -6 | 2 | -3 | 2 | . | 80* | 0.0 | -0.6 | -4 | 0
O=C(CCC(=O)N1CCN(S(=O)(=O)c2ccc3ccccc3c2)CC1)NCC(F)(F)F | 0 | 1 | -2 | -8 | -1 | 5 | -0.9 | -0.9 | 0 | -2
COc1cc(/C=N/NC(=O)c2ccccc2Cl)ccc1Oc1ccc([N+](=O)[O-])cn1 | 1 | -4 | 4 | 1 | -14 | -1 | 0.7 | -2.2 | 8 | -3
CN1CCc2c(sc(/N=C/c3cc(Cl)ccc3O)c2C#N)C1 | 3 | 20 | 0 | -1 | 37 | 2 | -1.4 | -0.7 | -10 | -4
Cn1ncc([N+](=O)[O-])c1C(=O)N1CCOCC1 | -2 | . | 2 | -1 | . | -4 | -1.1 | . | -1 | 5
O=C(O)c1ccc2c(c1)C1C=CCC1C(c1ccncc1)N2 (stereo unspecified) | 0 | 0 | -4 | 0 | 3 | -1 | 0.3 | -0.7 | 6 | -5
O=S(=O)(c1ccc(Br)s1)N1CCN(c2ccccc2)CC1 | -4 | -5 | -2 | -3 | . | 4 | 1.2 | -2.0 | -2 | -3
O=C(CC(=O)c1ccccc1)Nc1cccnc1Cl | -1 | ? | 1 | -2 | 57 | -1 | 0.9 | -0.2 | -1 | 2
CCOc1ccc(-c2n[nH]c(=S)c3ccccc23)cc1 | 1 | 5 | 1 | 0 | 3 | -1 | -0.7 | -2.3 | -10 | -13
COc1ccc(OC)c(-c2csc(NC(=O)c3ccc4c(c3)OCO4)n2)c1 | 3 | -2 | -5 | 0 | 57 | 80* | -0.3 | 0.9 | 4 | 4
Cc1cccnc1NC(=O)C1COc2ccccc2O1 (stereo unspecified) | -2 | -3 | -9 | 2 | -4 | -3 | 0.6 | -0.1 | 3 | 5
CCOC(=O)CC12CN3CN(C1)CC(CC(=O)OCC)(C3)C2=O | 1 | . | 6 | 0 | -18 | -1 | 0.9 | -0.5 | 14 | 5
COc1cc(/C=c2\sc3n(c2=O)C(c2ccccc2)C(c2ccccc2)=NN=3)ccc1O (stereo unspecified) | -4 | 0 | 11 | -5 | 1 | -6 | 0.5 | -0.9 | -11 | 1
O=C(c1ccc2c(c1)[nH]c(=S)n1c3ccccc3nc21)N1CCN(c2cccc(Cl)c2)CC1 | 7 | -2 | -2 | 3 | -2 | -1 | 1.7 | 0.6 | 4 | -2
